# From PubChem
# HCMV inh: blocks human cytomegalovirus replication | HFF cells, HCMV-luciferase reporter, 72 h; active compounds read low | activity change, negative = inhibition, % at 57.5 µM | hit rate 4.5% among 410,000 | AID 1259415; in the data active = activity change below about -60%; inconclusive = no clear call, values can overlap the other calls; inactive = above about -39%
#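 Two-dose cell screen: HFF monolayers treated with compounds and infected with luciferase-expressing HCMV at 1 PFU/cell, 72 h at 37C, then lysed for luciferase measurement.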
# LmPK inhibitor: inhibitors of Leishmania mexicana pyruvate kinase. Q27686. purified LmPK, Kinase-Glo ATP luminescence, 1 h. Potency, µM (doses to about 57.5 µM), inactives show top-dose activity change, negative = inhibition, hits mostly inhibitors. hit rate 0.37% among 290,000. AID 1721; note: potency is the fitted concentration of half-maximal effect
# Target sequence (Q27686 whole entry, looked up): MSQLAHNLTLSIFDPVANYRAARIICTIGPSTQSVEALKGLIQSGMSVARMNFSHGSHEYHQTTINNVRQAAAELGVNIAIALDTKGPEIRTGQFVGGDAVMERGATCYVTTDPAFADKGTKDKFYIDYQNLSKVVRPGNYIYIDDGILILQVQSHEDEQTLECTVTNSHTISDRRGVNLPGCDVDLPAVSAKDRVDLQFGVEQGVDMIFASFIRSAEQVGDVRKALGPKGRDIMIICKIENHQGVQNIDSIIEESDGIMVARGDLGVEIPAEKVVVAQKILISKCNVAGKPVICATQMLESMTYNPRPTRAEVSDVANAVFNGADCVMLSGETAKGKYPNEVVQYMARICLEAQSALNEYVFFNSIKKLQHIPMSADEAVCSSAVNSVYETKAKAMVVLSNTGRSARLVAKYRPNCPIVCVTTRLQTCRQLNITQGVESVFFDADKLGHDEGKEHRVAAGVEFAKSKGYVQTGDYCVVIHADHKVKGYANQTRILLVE
#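 qHTS format; LmPK 0.1 nM; substrates PEP 0.5 mM and ADP 0.1 mM. One-hour room-temperature incubation, then coupled luciferase luminescence; 0.5 nM enzyme wells mark activation.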
# AmpC inh no detg: AmpC beta-lactamase inhibition without detergent. AmpC nitrocefin hydrolysis, absorbance 480 nm, 0.0001% Triton. Potency, µM (series often up to 57.1 µM), for the others: at the top dose activity change, negative = inhibition, hits mostly inhibitors. hit rate 0.52% among 330,000. AID 485341;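 note: potency is the fitted concentration of half-maximal effect; plate controls were no compound for no effect and no enzyme for full effect; nearly all actives have a fitted effect of over 20% in size; some results filed as inactive show a strong effect at the top dose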
# Target sequence (P00811 whole entry, looked up): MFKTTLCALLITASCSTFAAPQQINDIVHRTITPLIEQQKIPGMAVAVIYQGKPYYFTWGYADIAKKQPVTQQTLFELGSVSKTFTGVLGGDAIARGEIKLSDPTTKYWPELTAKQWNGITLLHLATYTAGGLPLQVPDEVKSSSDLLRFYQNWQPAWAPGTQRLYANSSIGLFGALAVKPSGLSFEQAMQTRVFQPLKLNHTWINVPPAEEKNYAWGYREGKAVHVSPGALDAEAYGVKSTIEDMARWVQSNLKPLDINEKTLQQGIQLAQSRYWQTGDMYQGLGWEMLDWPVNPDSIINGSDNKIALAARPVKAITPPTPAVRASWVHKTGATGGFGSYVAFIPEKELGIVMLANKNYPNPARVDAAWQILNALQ
#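 AmpC (5.3 nM in the dispensed reagent) in 20 mM phosphate pH 7.0 with 0.01% (detergent screen) or 0.0001% Triton X-100 was preincubated with compounds for 15 min at room temperature. Nitrocefin was then added from an 800 uM solution, and hydrolysis was followed at 480 nm.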
# AmpC inh detg: blocks E. coli AmpC beta-lactamase in detergent assay; P00811; AmpC hydrolysis of nitrocefin, absorbance 480 nm, 0.01% Triton; Potency, µM (top dose mostly 114 µM), inactives show at the highest dose activity change, negative = inhibition, actives largely listed as inhibitors; hit rate 0.041% among 370,000;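 note: potency is the fitted concentration of half-maximal effect; 0% = no-compound wells and -100% = no-enzyme wells; nearly all actives have a fitted effect of over 25% in size; some results filed as inactive show a strong effect at the top dose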
#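 AmpC (5.3 nM in the dispensed reagent) in 20 mM phosphate pH 7.0 with 0.01% (detergent screen) or 0.0001% Triton X-100 was preincubated with compounds for 15 min at room temperature. Nitrocefin was then added from an 800 uM solution, and hydrolysis was followed at 480 nm.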
# Tb PYK inh: T. brucei pyruvate kinase inhibition; TbPYK enzyme, Kinase-Glo Plus ATP luminescence, 45 min; Potency, µM (highest dose often 76.8 µM), inactives show at the highest dose activity, negative = inhibition, usual class: inhibitors; Q57TT1; AID 624173; hit rate 0.12% among 410,000; note: potency is the fitted concentration of half-maximal effect; nearly all actives have a fitted effect of over 50% in size
#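 Activity of T. brucei pyruvate kinase was followed by Kinase-Glo Plus luminescence after the enzyme reacted 45 min at room temperature with 130 uM ADP (final) and substrate. Test compounds were added before ADP at multiple concentrations.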
# Sm TGR inh: S. mansoni TGR enzyme inhibition. Q962Y6. purified TGR, DTNB reduction, TNB absorbance 405 nm. Potency, µM (top dose mostly 114 µM), for the others: at the highest dose activity change, negative = inhibition, most hits filed as inhibitors. hit rate 3% among 360,000; note: potency is the fitted concentration of half-maximal effect; nearly all actives have a fitted effect of over 60% in size
#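 TGR 20 nM + NADPH 100 uM (dispensed conc.), cpd preinc 15 min RT; start with NADPH (500 uM addition) then DTNB (15 mM addition). Kinetic TNB absorbance, 405 nm filter. Four-parameter Hill fit across titration.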
# AMA1-RON2 inh: inhibitors of Plasmodium falciparum AMA1-RON2 interaction | AID 720542 | Potency, µM (titrated, usually from 58.2 µM), for inactives: top-dose activity change, negative = inhibition, usual class: inhibitors | hit rate 0.2% among 360,000 | AlphaScreen AMA1-biotinylated RON2 peptide binding;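 note: potency is the fitted concentration of half-maximal effect; 0% = vehicle wells and -100% = peptide control; nearly all actives have a fitted effect of over 45% in size; some results filed as inactive show a strong effect at the top dose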
#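 AMA1 (3D7) with his tag at 25 nM final met compounds first, then biotinylated RON2 peptide at 25 nM; detection used donor plus acceptor beads, 10 µg/mL apiece, read by AlphaScreen after 30 min at room temperature.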
# Starred values were filed as active, the others as inactive; ? = inconclusive; · = not tested or not shown; & = joins results of further samples; [ ] = dose if it differs, or a comment. Unless noted, calls come from the whole dose curve; as a rule, active = well fitted curve in the direction sought with a large enough effect; inconclusive = small, poorly fitted or top-dose-only effect, or another doubt; inactive = no such curve, though single readings can be large; an effect the other way counts as inactive or inconclusive. Unless noted, % is set by controls: 0 for no effect and ±100 for the full control effect.
# A first look (10 entries):
SMILES,HCMV inh,LmPK inhibitor,AmpC inh no detg,AmpC inh detg,Tb PYK inh,Sm TGR inh,AMA1-RON2 inh
O=C(CC(Sc1ccccc1)c1cccs1)c1ccco1 (centres undefined),8.6,-3.5%,-25.8%,-14.6%,-0.4%,-23.0%,-2.9%
O=C1c2ccccc2CCc2ccc(Br)cc21,0.2,·,-15.7%,-1.0%,-3.9%,-19.9%,·
CCCCCC(=O)N1C[C@@H](O)[C@H](n2cc(C3CC3)nn2)C[C@@H]1c1ccc(Cl)cc1,-2.5,·,·,·,4.4%,·,0.0%
CCOC(=O)C(=O)c1c(-c2ccccc2)nc2ccccn12,?,-3.9%,-4.0%,-5.5%,-1.7%,1.5%,30.6%[activator]
C1CCc2nnc(C3CC3)n2CC1,-21.9,-0.8%,-4.0%[2.29 µM],?,2.6%,7.2%,1.2%
CCC(=O)N/N=C(\C)CC(=O)Nc1cccc([N+](=O)[O-])c1,0.9,0.6%,-16.6%,?,-1.4%,5.8%,5.9%
O=S(=O)(Nc1ccc2c3c(cccc13)CC2)c1ccccc1,?,·,·,·,0.8%,·,1.4%
COc1ccc(OC)c(S(=O)(=O)N2CCCCC2C(=O)N2CCN(c3ccccn3)CC2)c1 (centres undefined),54.0,4.2%,33.7%,?,-12.3%,100.9%[activator],3.8%
Cn1c(=O)cc(OCC(=O)N2CCC3(CC2)OCCO3)c2ccccc21,92.9,1.8%,-10.7%,?,-25.0%,6.4%,8.5%
C/C(=N\NC(=O)COc1ccccc1)c1ccc(O)cc1,-3.7,3.8%,-13.7%,-2.2%,0.8%,11.6%,23.8%

# The whole of this part, from the first entry:
SMILES,HCMV inh,LmPK inhibitor,AmpC inh no detg,AmpC inh detg,Tb PYK inh,Sm TGR inh,AMA1-RON2 inh
O=C(CC(Sc1ccccc1)c1cccs1)c1ccco1 (centres undefined),8.6,-3.5%,-25.8%,-14.6%,-0.4%,-23.0%,-2.9%
O=C1c2ccccc2CCc2ccc(Br)cc21,0.2,·,-15.7%,-1.0%,-3.9%,-19.9%,·
CCCCCC(=O)N1C[C@@H](O)[C@H](n2cc(C3CC3)nn2)C[C@@H]1c1ccc(Cl)cc1,-2.5,·,·,·,4.4%,·,0.0%
CCOC(=O)C(=O)c1c(-c2ccccc2)nc2ccccn12,?,-3.9%,-4.0%,-5.5%,-1.7%,1.5%,30.6%[activator]
C1CCc2nnc(C3CC3)n2CC1,-21.9,-0.8%,-4.0%[2.29 µM],?,2.6%,7.2%,1.2%
CCC(=O)N/N=C(\C)CC(=O)Nc1cccc([N+](=O)[O-])c1,0.9,0.6%,-16.6%,?,-1.4%,5.8%,5.9%
O=S(=O)(Nc1ccc2c3c(cccc13)CC2)c1ccccc1,?,·,·,·,0.8%,·,1.4%
COc1ccc(OC)c(S(=O)(=O)N2CCCCC2C(=O)N2CCN(c3ccccn3)CC2)c1 (centres undefined),54.0,4.2%,33.7%,?,-12.3%,100.9%[activator],3.8%
Cn1c(=O)cc(OCC(=O)N2CCC3(CC2)OCCO3)c2ccccc21,92.9,1.8%,-10.7%,?,-25.0%,6.4%,8.5%
C/C(=N\NC(=O)COc1ccccc1)c1ccc(O)cc1,-3.7,3.8%,-13.7%,-2.2%,0.8%,11.6%,23.8%
CCn1cc(CN2CCC(n3nccc3NC(=O)c3ccc(OC)cc3)CC2)cn1,0.0,-2.5%,42.4%,-9.8%,-0.8%,1.5%,7.9%
CC(C)NC(=O)CN1C(=O)c2ccccc2S1(=O)=O,-13.7,-3.6%,-12.9%,-9.1%,5.9%,4.5%,-2.9%
Cc1cccc(C(=O)OC(C)C(=O)NC2CCCc3ccccc32)c1O (centres undefined),-10.7,·,-12.3%,?,-2.5%,0.9%,-12.1%
CCN1CCN(C(=O)c2cc(S(=O)(=O)N3CCCCC3)ccc2Cl)CC1,24.5,-2.8%,-2.0%,?,-6.0%,-14.0%,-12.2%
O=C(NCC1CCCO1)c1c[nH]c2ccc(S(=O)(=O)Nc3cccc(C(F)(F)F)c3)cc2c1=O (centres undefined),47.9,·,·,4.1%,-2.2%,-2.8%,·
COc1cccc(N2CC(C(=O)OC(C)C(=O)c3ccccc3)CC2=O)c1 (centres undefined),-22.1,1.3%,-7.2%,-13.1%,-8.7%,7.9%,-1.7%
CC(C)CNc1oc(-c2ccccc2Cl)nc1C#N,-20.2,-2.7%,-9.6%,4.5%,1.5%,5.9%,-14.1%
COc1cccc(/C=C/c2ccncc2)c1OC,20.8,7.1%,42.4%,?,-12.4%,4.3%,0.8%
COc1ccc(-n2nc3c(N4CCC(C(=O)NCCc5ccco5)CC4)nnc(C)c3c2C)cc1,-30.9,2.0%,118.7%[activator],0.8%,-3.0%,-11.4%,-4.1%
CC1CCCC(C)N1CCCNC(=O)C1CCCN(S(=O)(=O)N2CCCCC2)C1 (centres undefined),?,·,·,·,-5.6%,·,8.2%
COc1cc(OC)cc(-c2oc(=O)c3cc(OC)c(OC)cc3c2C(F)(F)F)c1,-24.1,·,-18.2%,·,-0.2%,·,-0.4%
COCCn1c(SCC(=O)Nc2cccc(C)c2C)nc2c(oc3ccccc32)c1=O,17.9,·,·,22.5%,4.0%,4.9%,·
CCC(C)(C)n1nnnc1C(c1ccc(C)cc1)N1CCSCC1 (centres undefined),-38.3,1.1%,20.1%,-16.8%,-2.1%,8.5%,-8.7%
Cc1ccc(CNC(=O)C2CC(=O)OC23CCCC3)c(C)c1 (centres undefined),-11.7,1.7%,-21.5%,-4.2%,-7.9%,-23.5%,0.9%
Cn1c(COc2nnc(-c3ccc(Cl)cc3)c3ccccc23)nc2ccccc21,36.5,2.9%,-5.0%,9.9%,3.4%,2.3%,2.6%

# (cont.)
SMILES,HCMV inh,LmPK inhibitor,AmpC inh no detg,AmpC inh detg,Tb PYK inh,Sm TGR inh,AMA1-RON2 inh
OC[C@@H]1CN(Cc2ccncc2)C[C@H](n2cnc3c(NC4CC4)ncnc32)O1,-2.8,·,·,·,-2.5%,·,2.5%
CCN(CC)CCCNC(=S)N1CCN(c2nc3ccccc3n2CC)CC1,-16.0,0.0%,27.2%,-12.4%,2.1%,3.3%,-4.0%
CN(CCOc1ccccc1)C(=O)c1ccc2c(c1)OCO2,0.0,·,-12.4%,?,-0.1%,1.6%,12.4%[11.6 µM]
COc1ccc(F)cc1S(=O)(=O)NCC1CCCO1 (centres undefined),10.6,0.1%,-10.7%,-14.2%,-2.9%,5.2%,1.2%
CCOC(=O)Cn1nc(C)c(NC(=O)COc2ccccc2)c1C,-14.5&2.3,-1.7%,-18.4%,-1.9%&7.9%,3.1%&0.5%,3.3%&9.3%,6.7%
C/C(N)=C(/C#N)C(=O)CSc1nc(C2CCCCC2)n(-c2ccccc2)n1,?,3.3%,7.3%,-2.6%,0.0%&-1.2%,0.0%,-0.3%&9.2%
CCOC(=O)/C(=N\Nc1ccccc1Cl)N(C)C1CCCCC1,-29.1,-7.4%,-17.2%,6.8%,-0.2%,?,-6.3%
O=C(c1ccccc1)c1cccn1CC(=O)N1CCN(c2ccccc2)CC1,15.3,2.2%,32.5%,5.8%,1.6%,2.0%,-8.9%
CCOC(=O)N1CCN(C(=O)c2cc(COc3ccc(OC)cc3Cl)on2)CC1,8.5,6.9%,186.4%[activator],11.2%,8.2%,?,-12.8%
COc1ccc(C(C(=O)NC2CCCC2)N(C(=O)c2snc(C(N)=O)c2N)c2ccccc2OC)cc1OC (centres undefined),-25.1,-0.4%,68.5%[activator],-1.6%,3.1%,-11.4%,-3.6%
Cc1cc(C)c2nc(N(CCN(C)C)C(=O)c3ccc4ccccc4c3)sc2c1,-5.7,-6.0%,61.7%[activator],?,9.2%,0.5%,-20.2%
O=[N+]([O-])c1ccc2[nH]ncc2c1,-26.8,13.6%,-20.3%,-8.5%,2.3%,-23.2%,-4.5%
CC1(C)Cc2c(ccc3ccccc23)C2=C(C(=O)N3CCCC3)C(=O)C(=O)N21,?,11.7%,-2.2%,4.3%,0.7%,-4.7%,-2.4%
CCCCCSc1nc2c(c(=O)[nH]c(=O)n2C)n1C(C)C,36.9,1.7%,-20.2%,?,-5.6%,-2.4%,-0.7%
Cc1nc(C)c(-c2ccc(SCC(=O)Nc3ccc(Cl)c(Cl)c3)nn2)s1,13.5,·,·,7.6%,-1.1%,7.7%,·
CC1CCN(C(=O)COC(=O)c2cc(=O)[nH]c3ccccc23)CC1,10.6,·,-26.1%,-3.3%,0.7%,-4.3%,-11.6%
Cc1ccc(CNC(=O)C(OC(=O)c2cccs2)C(C)C)cc1 (centres undefined),-20.1,-2.5%,-28.8%,-6.3%,-5.1%,-20.9%,-14.3%
CCc1ccc(NC(=O)N(CCOC)C2CCN(C(C)=O)CC2)cc1,-11.1,-1.3%,14.9%,-12.8%,-2.4%,14.9%,-1.2%
Cc1ccc(NC(=O)CN2CCN(Cc3ccccc3)CC2)cc1Cl,-25.0,·,·,·,-22.8%,·,-8.1%
Brc1ccc(CSc2nccn2-c2ccccc2)cc1,-73.1*,2.3%,-20.4%,-0.8%,-14.3%,2.5%,?
COc1ccc(NC(=O)CSc2nnc(CNC(=O)c3ccco3)n2-c2ccccc2OC)cc1,21.9,0.6%,43.8%,0.2%,-22.3%,14.1%,7.4%
CCOC(=O)C1=C(c2ccccc2)N=c2s/c(=C\c3ccc(O)cc3)c(=O)n2C1c1cccs1 (centres undefined),44.7,1.0%,-45.0%,-7.3%,5.3%,-19.2%,?
O=C(CN1CCCC(O)C1)N1c2ccccc2Sc2ccc(C(F)(F)F)cc21 (centres undefined),19.6,4.7%,166.5%[activator],5.7%,-4.3%,2.8%,2.3%
COC1=C(N)C(=O)c2nc(C)ccc2C1=O,-16.0,·,·,·,-15.7%,·,-5.8%
CCCc1c(O)nc(SC2CC(=O)N(c3ccc(C)c(Cl)c3)C2=O)[nH]c1=O (centres undefined),17.4,·,·,·,0.8%,·,69.6%[activator]
Cc1ccnc(NC(=O)Nc2cccc(F)c2)c1,11.7,?,-15.3%,-7.3%,·,30.5%,10.8%
O=C(O)C1(c2ccccc2)CCN(S(=O)(=O)c2ccc(Cl)s2)CC1,-4.1,7.1%,-9.7%,-2.9%,6.6%,-10.4%,-9.3%
O=C(Nc1nc2ccccc2c2nc3ccccc3n12)c1ccc(F)cc1,·,2.7%,-23.8%,-5.4%,·,0.3%,·
